Screening results: PubChem BioAssay, Broad Institute
ARNT TACC3 PPI: disruptors of human ARNT/TACC3 interaction; Q9Y6A5; AlphaScreen His-ARNT PAS-B/GST-TACC3 binding, luminescence; TACC3 fragment carries E629A point mutation; inhibition, % at 9.99 µM; hit rate 0.66% among 390,000; AID 623870;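 active means mean inhibition of replicates at least 50% and at least half of replicates each reaching 50%; inconclusive means half or more replicates reach 50% but mean below 50%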;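 further: 0% = complete ARNT plus TACC3 wells and 100% = ARNT alone without TACC3; many hits fall short of the cut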
miR122 inh: inhibitors of miR-122 in Huh7 cells; Huh7 miR-122 Renilla luciferase sensor, 48 h; neutral wells = 0, positive control = 100; activation (reporter increase), % at 12.5 µM; hit rate 0.3% among 340,000; AID 602342;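 active means mean replicate activation score at least 90 and every replicate individually at or above 90; inconclusive means only one of the two criteria met; inactive means neither criterion met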;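 further: higher luciferase means less miR-122 activity so hits act as miR-122 inhibitors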
Cneo AK release: Cryptococcus neoformans lysis via adenylate kinase release; C. neoformans lysis, adenylate kinase release luminescence, 4 h; normalised: neutral wells 0, clomiphene wells 100; lysis activity, % at 15 µM; hit rate 0.2% among 360,000;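 active means mean lysis activity across replicates of at least 80%, whatever share of replicates individually reach that level; inactive means mean lysis activity below 80%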
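read-out = cell lysis signal | test system = log-phase Cryptococcus neoformans yeast cells | input = cells at 5 × 10^6 per mL | medium = fresh YPD growth medium | signal = luminescent adenylate kinase detection reagent | timing = 4 h at 37 °C static, read 1 h later | dosing = single dose | controls = Clomiphene as positive lysis control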
SIRT5 block: inhibitors of human sirtuin-5 desuccinylase; Q9NXA8; Purified SirT5, succinyl-peptide AMC, trypsin-coupled fluorescence; inhibition, % at 15 µM; hit rate 1.1% among 330,000; AID 652115; in the data active means inhibition above about 15%; inconclusive means no clear call, values can overlap the other calls
Target sequence (Q9NXA8 whole entry, looked up): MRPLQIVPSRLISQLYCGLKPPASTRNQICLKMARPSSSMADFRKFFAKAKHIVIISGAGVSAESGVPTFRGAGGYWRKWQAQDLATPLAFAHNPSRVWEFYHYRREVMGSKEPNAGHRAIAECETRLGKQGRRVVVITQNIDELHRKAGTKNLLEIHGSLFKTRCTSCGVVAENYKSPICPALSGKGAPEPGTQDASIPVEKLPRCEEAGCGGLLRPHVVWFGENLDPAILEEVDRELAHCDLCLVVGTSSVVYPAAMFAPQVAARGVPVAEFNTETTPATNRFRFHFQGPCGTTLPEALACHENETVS
esBAF inh: inhibitors of esBAF chromatin remodeling in mouse ES cells. reporter increase, % at 12.5 µM. Bmi1-luciferase knock-in reporter, 24 h; 100% = twice the neutral-well signal. hit rate 2% among 350,000; in the data active means activation above about 40%; inconclusive means no clear call, values can overlap the other calls;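 further: 0% = median of the plate's neutral control wells and 100% = double that signal; a rise in the Bmi1 reporter signal indicates esBAF inhibition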
Statin myotox sup: suppressors of simvastatin-induced myotoxicity in C2C12 myotubes; ATP luminescence, 48 h; scaled: DMSO 0, geranylgeraniol control 100; rescue of ATP level, % at 7.49 µM; hit rate 0.78% among 330,000; AID 602340;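 active means mean ATP rescue above about 67%, or every replicate alone reaching that limit, limit read from the data, passing the limit was not always enough; inconclusive means no clear call, values can overlap the other calls; inactive means mean under the limit and some replicate under it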;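 further: myotubes were challenged with 10 µM simvastatin during compound exposure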
ERp5 inh: blocks human ERp5 reductase activity on insulin | Q15084 | ERp5 insulin aggregation, absorbance 650 nm, 90 min | inhibition, % at 9.99 µM | hit rate 0.05% among 350,000 | AID 651711;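 active means mean replicate inhibition above about 25%, with every replicate also reaching it, limit read from the data, passing the limit was not always enough; inconclusive means only one of those two criteria met; inactive means neither criterion met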
Target sequence (Q15084 whole entry, looked up): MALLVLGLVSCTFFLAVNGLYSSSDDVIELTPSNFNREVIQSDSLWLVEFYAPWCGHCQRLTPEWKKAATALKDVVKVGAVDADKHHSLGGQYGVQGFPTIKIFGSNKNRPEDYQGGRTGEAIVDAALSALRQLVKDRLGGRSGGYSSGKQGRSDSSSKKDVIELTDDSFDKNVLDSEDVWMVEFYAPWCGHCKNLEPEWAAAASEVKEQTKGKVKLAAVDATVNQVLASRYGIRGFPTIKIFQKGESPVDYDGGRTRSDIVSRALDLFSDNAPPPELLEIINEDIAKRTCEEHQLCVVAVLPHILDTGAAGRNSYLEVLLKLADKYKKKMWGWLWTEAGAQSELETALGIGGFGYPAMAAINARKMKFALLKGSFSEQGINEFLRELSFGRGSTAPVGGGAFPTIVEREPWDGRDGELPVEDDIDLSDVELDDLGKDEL
* marks the source's active call; other numbers are inactive results; u = inconclusive; x = not tested or not shown; & = joins results of further samples; [ ] = dose if it differs, or a comment.

SMILES	ARNT TACC3 PPI	miR122 inh	Cneo AK release	SIRT5 block	esBAF inh	Statin myotox sup	ERp5 inh
COc1ccc(-c2cnc3c(c2)C(=O)N([C@@H](C)CO)C[C@@H](C)[C@@H](CN(C)C(=O)Cc2cccnc2)O3)cc1	2	11[16.7 µM]	6	-5	0	3	-5
C[C@H]1CN([C@@H](C)CO)C(=O)c2cc(/C=C/c3ccccc3)cnc2O[C@H]1CN(C)C(=O)C1CCCCC1	4	-12[16.7 µM]	1	-11	2	-19	-1
CON(C)C(=O)CCC1CCCN1C(=O)OC(C)(C)C (stereo not drawn)	-1	1	-3	x	-3	2	x
CC(c1nnc(SCC(=O)Nc2sccc2C#N)n1-c1ccc(Cl)cc1)N(C)C (stereo not drawn)	3	-1	1	x	-9	0	-6
CC1=Nc2cc(C(=O)NCC3CCCO3)ccc2Sc2ccc(Br)cc21 (stereo not drawn)	3	4	0	-3	-5	-40	0
Cc1noc(C)c1NC(=O)N(C)C[C@H]1Oc2ncc(C#CCN(C)C)cc2C(=O)N([C@H](C)CO)C[C@@H]1C	-2	5[16.7 µM]	0	-3	-3	-4	-3
COC(=O)C1=C(C)N(CC(C)C)C(=O)/C1=C\c1cccs1	0	x	11	x	-4	-3	x
COc1cccc(-n2c(Cc3cc(=O)[nH]c(=O)[nH]3)nnc2SCc2cccnc2)c1	-4	0	-2	x	-5	4	-1
O=C(CCn1c(=S)oc2ccccc21)NC1CCCCCC1	-11	1	x	0	-5	7	-1
Cc1sc2ncnc(SCC(=O)NC(=O)c3cccn3C)c2c1C	-7	x	x	-2	x	x	3
CN1CCN(NS(=O)(=O)c2cccs2)CC1	-4	-4	7	x	x	x	x
CCCCCCSc1cc(-c2nc3cnccn3c2NCCCC)ccc1OC	x	14	-1	27*	-18	12	-8
CC(=O)c1cc(C)ccc1OC(=O)c1ccncc1	-5	0	-3	-1	-4	16	3
CC(C)Oc1cc(F)ccc1-c1cc(C(=O)Nc2ccc(F)cc2)[nH]n1	x	-1	0	-2	-1	-5	-4
CCOc1cc2[nH]c(=S)n(CCCC(=O)NCc3ccco3)c(=O)c2cc1OCC	17	4	-1	-3	-4	x	0
C=CCN1C(=O)C(O)(CC(=O)c2ccccc2)c2ccccc21 (stereo not drawn)	4	-1	0	x	-5	x	x
O=C(CCC(=O)Nc1ccc(F)cc1)N/N=C/c1cccnc1	11	-2	-6	-1	6	1	3
C[C@@H]1CN([C@H](C)CO)S(=O)(=O)c2ccc(C#CCN(C)C)cc2O[C@H]1CN(C)C(=O)C1CC1	x	1[16.7 µM]	x	x	0	9	x
Cc1ccc(-c2ccc3c(c2)O[C@@H](CN(C)C(=O)Nc2ccc(C(F)(F)F)cc2)[C@@H](C)CN([C@@H](C)CO)S3(=O)=O)cc1	8	24[16.7 µM]	1	12	4	x	0
COCCn1cnc2c1c(=O)n(CC(=O)O)c(=O)n2Cc1ccccc1	-12	-1	7	-2	-5	0	5
C[C@@H]1CCCCO[C@H](CN(C)CC2CCCCC2)[C@H](C)CN([C@H](C)CO)C(=O)c2cc(NS(=O)(=O)c3ccc(F)cc3)ccc2O1	8	-14[16.7 µM]	4	16*	6	-180	9
CCCCN(CCCC)CCNC(=O)CN1C(=O)COc2ccc(S(=O)(=O)N3CCOCC3)cc21	-3	x	x	-1	x	x	3
COc1ccccc1-c1cc(C(=O)O)c2c(=O)n(C)c(=O)n(Cc3ccccc3)c2n1	-3	-2	1	-3	1	33	4
OCc1cccc(-c2cnc3c(Nc4cccc(OC(F)(F)C(F)F)c4)nccn23)c1	x	2	-5	1	35	-9	-1
CN1C(=O)C2C(c3ccc(N(C)C)cc3)NN(Cc3ccccc3)C2C1=O (stereo not drawn)	5	x	-1	2	x	x	9

As entered above.
SIRT5 block, Cc1sc2ncnc(SCC(=O)NC(=O)c3cccn3C)c2c1C reads -2
esBAF inh, Cc1noc(C)c1NC(=O)N(C)C[C@H]1Oc2ncc(C#CCN(C)C)cc2C(=O)N([C@H](C)CO)C[C@@H]1C reads -3

Complete entries from above.
Results for CC1=Nc2cc(C(=O)NCC3CCCO3)ccc2Sc2ccc(Br)cc21 (stereo not drawn) : ARNT TACC3 PPI: 3; miR122 inh: 4; Cneo AK release: 0; SIRT5 block: -3; esBAF inh: -5; Statin myotox sup: -40; ERp5 inh: 0
Results for Cc1ccc(-c2ccc3c(c2)O[C@@H](CN(C)C(=O)Nc2ccc(C(F)(F)F)cc2)[C@@H](C)CN([C@@H](C)CO)S3(=O)=O)cc1 : ARNT TACC3 PPI: 8; miR122 inh: 24[16.7 µM]; Cneo AK release: 1; SIRT5 block: 12; esBAF inh: 4; Statin myotox sup: x; ERp5 inh: 0

Following part.
SMILES	ARNT TACC3 PPI	miR122 inh	Cneo AK release	SIRT5 block	esBAF inh	Statin myotox sup	ERp5 inh
Cc1sc2ncnc(NCCCn3ccnc3)c2c1C	2	-4	0	x	14	-11	x
CCCCC(=O)NCCc1cc2ccc(OC)cc2[nH]c1=O	22	-5	0	x	-1	0	x
C/C(=N/Nc1nc(-c2ccccc2)c(CC(=O)O)s1)c1ccccc1	-25	0	x	1	u	-5	2
Fc1ccc(-n2nnc(-c3nccs3)n2)cc1	-3	136*	-4	1	-19	-16	1
CCOc1ccc(-c2c(=O)n(O)c3ccccc3[n+]2[O-])cc1	5	-17	0	0	u	10	9
O=C(NC1CCCc2ccccc21)C1CCN(S(=O)(=O)c2cnc[nH]2)CC1 (stereo not drawn)	-1	11	-2	x	-4	16	x
CC(O)Cn1nc([N+](=O)[O-])nc1N (stereo not drawn)	-5	-5	0	4	-12	24	1
COc1ccc(NC(=O)CCCn2nc(C)c3c(C)n(-c4ccccc4)nc3c2=O)cc1OC	-1	0	3	-5	6	-7	x
Cc1ccc(-c2nc(=O)[nH]c3ccc(Br)cc23)cc1	-56	-3	0	-2	-7	5	-2
COC(=O)CSc1ncc(OC)c(OC)n1	1	-2	-1	x	1	-19	x
COc1cc(CNC(=O)c2cc(C(=O)NCc3cc(OC)cc(OC)c3)n(C)n2)cc(OC)c1	x	-8	0	-7	1	10	-2
Cc1oc2cc(OCc3cnn(-c4ccccc4)c3)ccc2c(=O)c1Oc1ccccc1F	-1	-6	2	-8	-4	17	4
COc1ccc(S(=O)(=O)N2CCCC(C(=O)NCc3cccnc3)C2)cc1C (stereo not drawn)	x	-4	2	x	3	0	2
COc1ccc(S(=O)(=O)Nc2ccc3c(c2)CC(=O)N([C@@H](C)CO)C[C@@H](C)[C@@H](CN(C)Cc2ccccc2)O3)cc1	6&6	-13[16.7 µM]	-2&4	6&-2	0&0	22&0	-4&-2
Cc1cc(NC(=O)CON=C(N)CC(=O)Nc2ccccc2Cl)ccc1Br	2	x	-1	4	x	21	-1
N#Cc1c(N)nc2c(c1-c1ccccc1)CCC2	-10	x	x	-13	x	x	-5
O=C(C[C@H]1C=C[C@H](NC(=O)C2CC2)[C@@H](CO)O1)Nc1ccccc1	-9	x	2	1	-4	6	6
CN(C)CC(=O)N[C@H]1CC[C@@H](CCNC(=O)C2CCC2)O[C@@H]1CO	10	x	-1	1	-2	3	13
CCc1nc2c(OCCOc3ccccc3)cccn2c1N(C=O)Cc1ccc(OC)cc1	x	0	1	x	-3	-11	5
NC(=O)NC(=O)Nc1ccccc1Cl	0	3	-2	x	-2	16	x
CN(C)C(=O)c1nc2ccc(Cl)cn2c1CNCc1ccccc1OC(F)(F)F	-11	6	3	-8	-7	13	-2
CCOc1ccc(NC(=O)Nc2ccc3nccnc3c2)cc1	5	-3	-6	x	29	-10	x
C[C@@H]1CN([C@@H](C)CO)S(=O)(=O)c2ccc(C#C[C@@H](C)O)cc2O[C@@H]1CN(C)C(=O)C1CC1	-5	2[16.7 µM]	17	4	2	17	-1
O=C(Nc1ccc(F)cc1)Nc1nnc(COc2ccccc2F)s1	3	x	x	-4	x	x	7
COc1ccc(NC(=O)COC(=O)[C@@H]2CCCN2C(=O)c2cccs2)c(OC)c1	-7	-8	-2	x	-3	-2	x

(next part)
SMILES	ARNT TACC3 PPI	miR122 inh	Cneo AK release	SIRT5 block	esBAF inh	Statin myotox sup	ERp5 inh
OCCOCCNc1ncnc2sc(-c3ccccc3)cc12	-5	4	-1	x	7	-16	x
O=S(=O)(Cc1ccc(Cl)cc1Cl)c1ccc(Cl)cc1	2	x	3	-4	-1	-60	-4
Cc1cc(C)c(C(=O)COC(=O)[C@H](C)Nc2ccc(C(F)(F)F)cc2[N+](=O)[O-])c(C)c1	-13	-10	0	x	-7	-11	x
O=C(C[C@H]1C=C[C@@H](NC(=O)C2CC2)[C@H](CO)O1)Nc1ccccc1	-2	x	2	0	-4	2	2
CC(C)NC(=O)Nc1ccc2c(c1)CC(=O)N([C@H](C)CO)C[C@@H](C)[C@@H](CN(C)S(=O)(=O)c1ccc(Cl)cc1)O2	x	-3[16.7 µM]	5	4	1	-3	5
Cc1cc(C)c(C#N)c(SCC(=O)Nc2c(C)n(C)n(-c3ccccc3)c2=O)n1	-2	-15	0	7	-5	0	2
Cc1ccccc1S(=O)(=O)/N=C(/c1ccccc1)N(C)C	0	11	0	1	1	-1	-1
Cn1c(=O)c2c(ncn2CCC(=O)N/N=C/c2ccncc2)n(C)c1=O	5	x	x	-3	x	x	-1
COCc1cc(C)nc(OCC(=O)N/N=C/c2ccc(O)cc2O)c1C#N	73*	x	x	1	x	x	2
CC1CCCN(C(=O)c2ccc(Br)c(S(=O)(=O)N3CCOCC3)c2)C1 (stereo not drawn)	-10	1	2	-4	11	7	-2
O=C1CCCC(NCCCCCCNC2=C([N+](=O)[O-])C(=O)CCC2)=C1[N+](=O)[O-]	-1	-6	-1	x	1	-5	x
CSc1ccccc1C(=O)N1CCc2ccc(NC(=O)c3ccccn3)cc2C1	x	-1	-7	-1	46*	-44	0
CC(=O)c1ccc2c3c(cc(C)c2c1)CCCC3	-2	-3	1	x	12	3	5
O=C(Cn1c(-c2ccccn2)nc2ccccc21)N/N=C/c1cccnc1	-1	6	3	-1	-2	-8	0
Cc1cccc(N(C(=O)CS(=O)CC(=O)Nc2ccc3c(c2)OCO3)C(C)C(=O)NC2CCCC2)c1C (stereo not drawn)	-9	x	x	3	x	x	2
COc1cccc(N2C(=O)CC(N3CCN(c4ccc([N+](=O)[O-])cc4)CC3)C2=O)c1 (stereo not drawn)	-4	-1	1	-5	-10	0	4
COc1ccc(C2NCCc3sccc32)cc1 (stereo not drawn)	-3	-2	x	-3	4	13	3
Cc1cc(NC(=O)c2noc3c2CCc2ccccc2-3)no1	-6	-5	0	-5	40	-9	1
CCn1c(SCC(=O)Nc2ccccc2)nnc1-c1ccc(S(=O)(=O)N2CCOCC2)cc1	-3	9	0	x	1	3	x
Cc1noc(C)c1NC(=O)Nc1ccc2c(c1)C(=O)N([C@H](C)CO)C[C@@H](C)[C@@H](CN(C)C)OCCCC[C@@H](C)O2	-1	5[16.7 µM]	-2	-1	-2	9	3
Cc1cc(-c2ccc(S(=O)(=O)N3CCN(c4ccccc4F)CC3)s2)on1	6	-6	3	3	-1	-5	1
Cc1cccc(NC(=O)CC(=O)Nc2cccc(C)c2)c1	0	-1	-3	0	1	2	2
COc1ccccc1P(=O)(Cc1ccccc1)c1ccccc1 (stereo not drawn)	-6	5	-1	-7	1	-4	2
COC(=O)CCc1nc2ccccc2[nH]c1=O	-16	0	2	x	x	x	x
CC(C)C(c1nnnn1Cc1ccc(F)cc1)N1CCC(C(N)=O)CC1 (stereo not drawn)	-6	-7	x	1	1	1	0
CN(C)CCC(=O)N1c2ccccc2Sc2ccc(C(F)(F)F)cc21	-20	-5	-1	4	-1	6	0
CCn1c(CNC(=O)c2ccccc2OC)nnc1SCC(=O)c1ccc(F)cc1	1	-1	-2	-2	-8	6	3
COc1ccc(NC(=O)Nc2cccc3c2O[C@H](CN(C)C(=O)NC(C)C)[C@@H](C)CN([C@H](C)CO)C3=O)cc1	-7&3	5[16.7 µM]	-1&-2	-1&-2	3&4	-54&-11	2&0
COc1ccc(COC(=O)C2=C(C)NC(=O)NC2c2ccccc2)cc1 (stereo not drawn)	-1	-2	-3	12	-4	23	2
